# Compound activity deposited in PubChem BioAssay by Broad Institute.
# RAD52 anneal inh: inhibitors of human RAD52 DNA annealing | actives 0.46% (n = 360,000) | AID 651710 | recombinant RAD52 DNA annealing, FRET fluorescence | inhibition, % at 18.7 µM | P43351;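 active means every replicate showing at least 50% inhibition; inconclusive means mean inhibition at least 50% but not in every replicate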
# ERAP1 HTS inh: ERAP1 (human) enzyme inhibition. actives 0.15% (n = 340,000). Q9NZ08. inhibition, % at 10.7 µM. recombinant ERAP1, Leu-AMC fluorescence, 60 min;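 active means mean replicate inhibition of at least 30%, or all replicates individually reaching that 30% level; inactive means mean below 30% and not every replicate reaching it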;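 further: 0% = neutral control wells and 100% = L-leucinethiol positive control wells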
# PglD inh: PglD (C. jejuni) enzyme inhibition | purified PglD enzyme, DTNB colorimetric CoA detection | inhibition, % at 12.5 µM | actives 0.098% (n = 360,000) | AID 602405; in the data active means inhibition above about 16%, passing the limit was not always enough; inconclusive means no clear call, values can overlap the other calls; further: strong numbers were not always called active
# Cneo AK release: Cryptococcus neoformans lysis via adenylate kinase release | C. neoformans lysis, adenylate kinase release luminescence, 4 h; normalised: neutral wells 0, clomiphene wells 100 | lysis activity, % at 15 µM | actives 0.2% (n = 360,000) | AID 651654;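 active means mean lysis activity across replicates of at least 80%, whatever share of replicates individually reach that level; inactive means mean lysis activity below 80%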
#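 Assay system: C. neoformans cells. Amount: yeast cell density of 5 × 10^6 cells/mL. Technique: AK luminescence. Buffer or medium: YPD. Times: static 4 h at 37 °C with compound, 1 h detection. Dosing: single-point compound dose. Read-out: lysis from increased AK signal.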
# RAD54 inh: inhibitors of human RAD54 branch migration; RAD54 Holliday junction branch migration, FAM/BHQ fluorescence; inhibition, % at 10.4 µM; actives 0.14% (n = 360,000);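 active means mean normalized replicate activity at least 40 and at least half of replicates scoring 40 or more; inconclusive means only one of the two criteria met; inactive means mean below 40 and under half of replicates reaching 40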;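 further: 0% = median of neutral control wells and 100% = median of positive control wells; inhibitors cause a drop in the FAM fluorescence signal; in these data hits start at about 50%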
# Target sequence (Q92698 whole entry, looked up): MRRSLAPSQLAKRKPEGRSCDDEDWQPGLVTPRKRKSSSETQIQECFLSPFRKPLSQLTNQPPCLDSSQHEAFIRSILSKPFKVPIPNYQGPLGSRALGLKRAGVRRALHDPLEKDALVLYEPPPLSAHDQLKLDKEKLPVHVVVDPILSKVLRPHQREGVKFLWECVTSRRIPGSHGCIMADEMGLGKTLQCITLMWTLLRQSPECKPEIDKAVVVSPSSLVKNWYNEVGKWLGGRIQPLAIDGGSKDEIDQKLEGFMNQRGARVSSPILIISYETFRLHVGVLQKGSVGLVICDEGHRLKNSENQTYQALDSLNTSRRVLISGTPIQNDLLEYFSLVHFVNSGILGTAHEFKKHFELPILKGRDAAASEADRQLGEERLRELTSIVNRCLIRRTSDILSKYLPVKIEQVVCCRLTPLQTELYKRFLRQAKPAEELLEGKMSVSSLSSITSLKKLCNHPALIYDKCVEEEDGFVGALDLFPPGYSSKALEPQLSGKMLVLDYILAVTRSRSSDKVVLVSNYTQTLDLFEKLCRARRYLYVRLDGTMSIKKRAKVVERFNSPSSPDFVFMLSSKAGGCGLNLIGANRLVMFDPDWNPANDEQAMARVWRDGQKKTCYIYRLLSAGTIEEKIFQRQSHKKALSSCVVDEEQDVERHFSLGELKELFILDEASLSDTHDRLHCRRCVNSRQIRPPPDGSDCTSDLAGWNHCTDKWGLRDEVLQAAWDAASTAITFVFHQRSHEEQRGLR
# PGC1a acetyl inh: PGC1a acetylation modulation, inhibitor mode. U2OS PGC1a acetylation, AlphaScreen anti-acetyl-lysine; with virally co-expressed GCN5 acetyltransferase. inhibition, % at 15.6 µM. actives 0.17% (n = 350,000). AID 651687;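 active means every replicate shows inhibition of at least 40%; inconclusive means mean inhibition at least 40% but some replicate below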;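 further: 0% = neutral control wells and 100% = positive control wells; some results beyond the cut were filed as inactive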
# miR-122 sensor: inhibitors of miR-122 in Huh7 cells. Huh7 miR-122 Renilla luciferase sensor, 48 h; neutral wells = 0, positive control = 100. activation (reporter increase), % at 12.5 µM. actives 0.3% (n = 340,000);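 active means mean replicate activation score at least 90 and every replicate individually at or above 90; inconclusive means only one of the two criteria met; inactive means neither criterion met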;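 further: higher luciferase means less miR-122 activity so hits act as miR-122 inhibitors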
# E-selectin induc: E-selectin induction on HUVECs | actives 0.37% (n = 260,000) | AID 686992 | P16581 | HUVEC E-selectin immunofluorescence imaging; normalized: neutral wells 0, TNF-alpha wells 100 | activation, % at 7.58 µM;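 active means mean E-selectin-positive cell signal at least 10% of the positive control, reached in at least 60% of replicates, without over 20% cell loss; inconclusive means no rule given, readout overlaps actives, possibly toxicity-flagged; inactive means the rest, including those meeting only one limit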;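 further: in these data hits start at about 27%; measured in HUVEC primary endothelial cells; signal is the percent of cells scored E-selectin positive by PE staining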
#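 Test system: HUVEC | Signal: Immunofluorescence imaging | Read-out: Percent E-selectin-positive cells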
# Numbers without * were called inactive; u = inconclusive; x = no result given; [ ] = dose if it differs, or a comment.
[1] CC(C(=O)NCc1ccccc1)n1cc([N+](=O)[O-])cn1 (configuration not stated)
[2] Cc1ccc(-c2cc(-c3ccccc3)c3c(N)c(S(C)(=O)=O)sc3n2)cc1
[3] O=C(CSc1nn(-c2ccc(F)cc2)c(=S)s1)N1CCN(C(=O)c2ccco2)CC1
[4] Cc1noc(C)c1NC(=O)Nc1ccc2c(c1)C(=O)N([C@@H](C)CO)C[C@@H](C)[C@@H](CN(C)CC1CCCCC1)OCCCC[C@@H](C)O2
[5] CC1CCC/C(=N/NC(=O)c2ccccc2-n2cccc2)C1 (configuration not stated)
assay / entry	1	2	3	4	5
RAD52 anneal inh	-9	x	x	13	-7
ERAP1 HTS inh	0	x	x	-6	0
PglD inh	-2	-4	3	-2	-1
Cneo AK release	1	-1	-1	47	-2
RAD54 inh	-5	-1	-4	-3	-2
PGC1a acetyl inh	1	-19	-14	9	x
miR-122 sensor	-1	-1	0	6[16.7 µM]	3
E-selectin induc	0.1	x	x	-0.2	-1.9

[6] COCCCNC(=O)CCn1c(=O)c2ccccc2n(CC(=O)Nc2c(C)cccc2C)c1=O
[7] O=C(/C=C/c1ccccc1)Nc1scc(-c2ccccc2)c1C(=O)O
[8] O=C(C[C@H]1C[C@H]2c3cc(NC(=O)C4CCOCC4)ccc3O[C@H]2[C@H](CO)O1)NCc1ccc(Oc2ccccc2)cc1
[9] COc1ccc2c(=O)c3c(=O)n(-c4ccccc4)c(-c4ccc(C)cc4)nc3oc2c1
[10] CCCNC(=O)N1[C@@H]2c3cccc(=O)n3C[C@H]1[C@H](CO)[C@H]2C(=O)NCC(F)(F)F
assay / entry	6	7	8	9	10
RAD52 anneal inh	x	-11	15	-7	8
ERAP1 HTS inh	x	9	-4	4	-2
PglD inh	-3	x	-3	x	1
Cneo AK release	2	x	-2	x	-3
RAD54 inh	5	x	6	x	-16
PGC1a acetyl inh	3	-6	3	-14	x
miR-122 sensor	-1	x	3[16.7 µM]	x	x
E-selectin induc	x	4.2	-0.4	-0.3	0.0

[11] C[C@H](CO)N1C[C@H](C)[C@@H](CN(C)Cc2ccncc2)OCCCC[C@H](C)Oc2ccc(NC(=O)Nc3ccc4c(c3)OCO4)cc2C1=O
[12] Cc1ccnc(NC(=O)C2(c3cccs3)CCOCC2)c1
[13] CCCCSc1nnc([C@@H](NC(=O)OC(C)(C)C)C(C)C)o1
[14] COc1ccccc1Nc1nc(N)nc(CSC(=S)N2CCCCC2)n1
[15] CCCN(C(=O)c1cccc(S(=O)(=O)N2CCCc3ccccc32)c1)C1CCS(=O)(=O)C1 (configuration not stated)
assay / entry	11	12	13	14	15
RAD52 anneal inh	15	2	x	-4	-11
ERAP1 HTS inh	2	-2	x	x	-1
PglD inh	4	0	1	3	-1
Cneo AK release	-8	-1	-1	5	0
RAD54 inh	-1	-5	-3	7	-11
PGC1a acetyl inh	6	x	-12	0	3
miR-122 sensor	5[16.7 µM]	-14	-5	-2	x
E-selectin induc	-0.1	x	x	-0.1	-0.7

[16] Cc1ccc(NC(=O)CSc2n[nH]c(-c3ccncc3)n2)cc1
[17] CCCn1c(=O)[nH]c(=O)c2c1nc(-c1ccc(C#N)cc1)n2CCOC
[18] COc1cc(NC(=O)c2ccccc2F)ccc1NC(=O)c1cc2ccccc2o1
[19] Cc1ccc2c(c1)C(=O)N1[C@H]3c4cc(Br)ccc4OC[C@@H]3[C@H](c3ccccc3)[C@]1(C)C(=O)N2
[20] Cc1ccc(-n2c(-c3ccc(Cl)cc3Cl)n[nH]c2=S)cc1
assay / entry	16	17	18	19	20
RAD52 anneal inh	x	-20	-8	-34	-10
ERAP1 HTS inh	x	0	1	0	4
PglD inh	-3	-2	-6	-5	2
Cneo AK release	0	-2	1	-4	-1
RAD54 inh	7	-3	5	-12	3
PGC1a acetyl inh	-6	7	11	-5	x
miR-122 sensor	-1	-3	-5	-6	x
E-selectin induc	x	x	x	-0.1	x

[21] C[C@H]1CCCCO[C@@H](CN(C)Cc2ccccc2)[C@@H](C)CN([C@@H](C)CO)C(=O)c2cc(NC(=O)c3ccncc3)ccc2O1
[22] CN(CC(=O)Nc1ccc(F)cc1Cl)Cc1cccs1
[23] COc1ccc(CCNCC(C)c2ccccc2)cc1 (configuration not stated)
[24] Cc1cccc(C)c1NC(=O)NC1(C(=O)N2CCCCC2)CCCCC1
[25] C=CCOC(=O)C1=C(C)NC(=O)NC1c1ccc(O)cc1 (configuration not stated)
assay / entry	21	22	23	24	25
RAD52 anneal inh	-1	-9	-13	-6	3
ERAP1 HTS inh	3	4	-1	-3	1
PglD inh	-2	-2	-4	4	5
Cneo AK release	39	3	2	3	-1
RAD54 inh	1	-5	-1	-8	-12
PGC1a acetyl inh	13	x	x	-1	x
miR-122 sensor	-2[16.7 µM]	x	x	1	-4
E-selectin induc	-0.3	0.0	0.1	0.3	x

[26] Cc1oc(C(C)(C)C)cc1C(=O)Nc1cccc(C(=O)O)c1
[27] CCCc1cc(=O)oc2cc(C)cc(OCC(=O)N3C[C@H]4C[C@@H](C3)c3cccc(=O)n3C4)c12
[28] N#CC1(NC(=O)COC(=O)c2ncc(Cl)c(Cl)c2Cl)CCCCC1
[29] O=C(O)c1cc(S(=O)(=O)Nc2ccc(OCc3ccccc3)cc2)ccc1Br
[30] O=C(NCCc1ccccn1)c1cccc(S(=O)(=O)N2CCCCCC2)c1
assay / entry	26	27	28	29	30
RAD52 anneal inh	x	-10	-12	-15	x
ERAP1 HTS inh	x	x	-1	7	x
PglD inh	-32	9	-1	1	-6
Cneo AK release	-6	0	-2	0	1
RAD54 inh	-6	-11	4	2	8
PGC1a acetyl inh	6	12	-26	x	0
miR-122 sensor	-3	1	0	0	2
E-selectin induc	x	x	-0.4	0.1	x

# 4 compounds already listed, ordered by molar mass, descending:
[27] CCCc1cc(=O)oc2cc(C)cc(OCC(=O)N3C[C@H]4C[C@@H](C3)c3cccc(=O)n3C4)c12
[30] O=C(NCCc1ccccn1)c1cccc(S(=O)(=O)N2CCCCCC2)c1
[24] Cc1cccc(C)c1NC(=O)NC1(C(=O)N2CCCCC2)CCCCC1
[25] C=CCOC(=O)C1=C(C)NC(=O)NC1c1ccc(O)cc1 (configuration not stated)
assay / entry	27	30	24	25
RAD52 anneal inh	-10	x	-6	3
ERAP1 HTS inh	x	x	-3	1
PglD inh	9	-6	4	5
Cneo AK release	0	1	3	-1
RAD54 inh	-11	8	-8	-12
PGC1a acetyl inh	12	0	-1	x
miR-122 sensor	1	2	1	-4
E-selectin induc	x	x	0.3	x

# (listing goes on)
[31] CCC(=O)N1CC[C@H]2[C@H](CO)Nc3ccc(-c4cccc(C#N)c4)cc3[C@H]21
[32] COCCNC(=O)c1[nH]c(C(F)(F)F)nc1-c1ccccc1
[33] C[C@H](CO)N1C[C@H](C)[C@@H](CN(C)C(=O)Nc2ccc3c(c2)OCO3)Oc2c(NS(=O)(=O)c3ccc(Cl)cc3)cccc2C1=O
[34] Cc1cccc(NS(=O)(=O)c2ccc(C)c(C(=O)NC3CCN(Cc4ccccc4)CC3)c2)c1
[35] CC(=O)N1CCCC(C)(C(=O)Nc2cccc(OC(C)C)c2)C1 (configuration not stated)
assay / entry	31	32	33	34	35
RAD52 anneal inh	x	0	5	-277	0
ERAP1 HTS inh	x	2	1	0	1
PglD inh	2	5	1	-2	-3
Cneo AK release	-1	2	0	-1	-1
RAD54 inh	5	-1	2	17	4
PGC1a acetyl inh	9	10	7	7	1
miR-122 sensor	-10[16.7 µM]	6	-2[16.7 µM]	1	-5
E-selectin induc	-0.8	0.9	-6.6	x	-0.1

[36] COc1ccc(S(=O)(=O)N(CC(=O)NCC2CCCO2)c2ccc(Cl)cc2)cc1 (configuration not stated)
[37] COc1ccc(C(=O)Nc2ccc3[nH]ncc3c2)cc1
[38] CO[C@H]1CN(C)C(=O)c2cc(NC(C)=O)ccc2OC[C@H](C)N(Cc2cc(F)ccc2F)C[C@H]1C
[39] CC(=O)N1CCN(c2ccc(NC(=S)NC(=O)c3ccccc3)cc2)CC1
[40] O=C(c1ccccc1F)N1CCC(N2CCCCCC2)CC1
assay / entry	36	37	38	39	40
RAD52 anneal inh	-14	4	13	x	x
ERAP1 HTS inh	6	-2	-2	x	x
PglD inh	5	-5	-1	4	2
Cneo AK release	-2	0	0	-1	1
RAD54 inh	6	4	14	4	-13
PGC1a acetyl inh	-6	0	2	10	x
miR-122 sensor	10	-10	-12[16.7 µM]	-1	3
E-selectin induc	x	0.1	0.2	x	x

[41] O=C(NCCN1CCN(c2ccccc2)CC1)Nc1ccccc1Cl
[42] CCCCn1c(N)c(N(CCOC)C(=O)c2oc3c(Cl)cccc3c2C)c(=O)[nH]c1=O
[43] O=C(Nc1ccc2c(c1)OCO2)c1ccc2nc[nH]c2c1
[44] CCCCn1c(N)c(N(CC(C)C)C(=O)C2=COCCO2)c(=O)[nH]c1=O
[45] O=C(CN1CCN(Cc2ccccc2)CC1)Nc1ccccc1-c1ccccc1
assay / entry	41	42	43	44	45
RAD52 anneal inh	-10	-5	x	-16	0
ERAP1 HTS inh	1	5	x	-2	0
PglD inh	-2	8	0	5	x
Cneo AK release	-1	7	1	1	x
RAD54 inh	3	-1	2	1	x
PGC1a acetyl inh	-3	0	-12	-7	-46
miR-122 sensor	-1	-3	-5	-6	1
E-selectin induc	0.0	0.1	x	x	0.4

[46] CC(=O)Nc1ccc(S(=O)(=O)NCCC(=O)OCC(=O)c2cc(C)ccc2C)cc1
[47] COc1cccc(/C=N/NC(=O)c2cc3cc([N+](=O)[O-])ccc3s2)c1O
[48] CCNC(=S)N1CCc2cc(OC)c(OC)cc2C1COc1ccc(F)cc1 (configuration not stated)
[49] O=C(Oc1ccc(Cl)cc1)c1ccc2nccnc2c1
[50] CC(/C=N/n1c(-c2ccc(Cl)cc2)n[nH]c1=S)=C\c1ccco1
assay / entry	46	47	48	49	50
RAD52 anneal inh	-11	-4	-10	x	-11
ERAP1 HTS inh	-1	3	0	x	-1
PglD inh	0	1	-4	-2	2
Cneo AK release	2	10	-4	-1	-5
RAD54 inh	-5	-8	5	6	-2
PGC1a acetyl inh	7	x	2	12	5
miR-122 sensor	-2	-9	3	-3	2
E-selectin induc	x	0.5	3.5	x	1.0

# Screen by screen, as entered above:
# PglD inh, entries 46–49: 0, 1, -4, -2

# (list continues)
[51] COc1cc(C)c(Cl)c(C)c1S(=O)(=O)NC1CC(C)(C)NC(C)(C)C1
[52] O=C(O)c1ccc(Cl)c(S(=O)(=O)NCC2CCCO2)c1 (configuration not stated)
[53] CC(=O)NC(C)(CC(=O)c1ccccc1)c1ccccc1 (configuration not stated)
[54] Cc1ccc(S(=O)(=O)N2CCCCC2)cc1NC(=O)COC(=O)CN1C(=O)NC2(CC(C)CC(C)(C)C2)C1=O (configuration not stated)
[55] C[C@@H]1CN([C@H](C)CO)C(=O)c2cc(NS(C)(=O)=O)ccc2O[C@@H]1CN(C)S(=O)(=O)c1cn(C)cn1
[56] Cc1ccc2c(=O)n3c(nc2c1)C(C)NC(=O)c1cccnc1-3 (configuration not stated)
assay / entry	51	52	53	54	55	56
RAD52 anneal inh	-3	x	-7	-6	-4	-12
ERAP1 HTS inh	x	x	x	4	1	-4
PglD inh	-6	5	-1	-1	-3	7
Cneo AK release	0	0	4	0	1	0
RAD54 inh	3	-6	-1	-1	2	2
PGC1a acetyl inh	x	-4	-7	10	19	-11
miR-122 sensor	0	-8	0	-8	-2[16.7 µM]	-2
E-selectin induc	u	x	x	-0.7	0.1	x

# An unsorted share of the library; any-hit rate near 1.4%.
